ANO1 activ – activators or potentiators of mouse TMEM16A chloride channel; B-score at 10 µM; hit rate 0.3% among 340,000; HEK293 TMEM16A/YFP-H148Q/I152L, iodide quench fluorescence; active compounds read low; Q8BHY3;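 active = fluorescence-ratio B-score plate-corrected deviation score at least 3 library SD below zero, with starting fluorescence score within 5 deviations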;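 note: channel opened by trigger with iodide after compound preincubation; score built on the fluorescence ratio of max minus min over baseline; more negative score means more quench and so TMEM16A activation or potentiation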
Target sequence (Q8BHY3 whole entry, looked up): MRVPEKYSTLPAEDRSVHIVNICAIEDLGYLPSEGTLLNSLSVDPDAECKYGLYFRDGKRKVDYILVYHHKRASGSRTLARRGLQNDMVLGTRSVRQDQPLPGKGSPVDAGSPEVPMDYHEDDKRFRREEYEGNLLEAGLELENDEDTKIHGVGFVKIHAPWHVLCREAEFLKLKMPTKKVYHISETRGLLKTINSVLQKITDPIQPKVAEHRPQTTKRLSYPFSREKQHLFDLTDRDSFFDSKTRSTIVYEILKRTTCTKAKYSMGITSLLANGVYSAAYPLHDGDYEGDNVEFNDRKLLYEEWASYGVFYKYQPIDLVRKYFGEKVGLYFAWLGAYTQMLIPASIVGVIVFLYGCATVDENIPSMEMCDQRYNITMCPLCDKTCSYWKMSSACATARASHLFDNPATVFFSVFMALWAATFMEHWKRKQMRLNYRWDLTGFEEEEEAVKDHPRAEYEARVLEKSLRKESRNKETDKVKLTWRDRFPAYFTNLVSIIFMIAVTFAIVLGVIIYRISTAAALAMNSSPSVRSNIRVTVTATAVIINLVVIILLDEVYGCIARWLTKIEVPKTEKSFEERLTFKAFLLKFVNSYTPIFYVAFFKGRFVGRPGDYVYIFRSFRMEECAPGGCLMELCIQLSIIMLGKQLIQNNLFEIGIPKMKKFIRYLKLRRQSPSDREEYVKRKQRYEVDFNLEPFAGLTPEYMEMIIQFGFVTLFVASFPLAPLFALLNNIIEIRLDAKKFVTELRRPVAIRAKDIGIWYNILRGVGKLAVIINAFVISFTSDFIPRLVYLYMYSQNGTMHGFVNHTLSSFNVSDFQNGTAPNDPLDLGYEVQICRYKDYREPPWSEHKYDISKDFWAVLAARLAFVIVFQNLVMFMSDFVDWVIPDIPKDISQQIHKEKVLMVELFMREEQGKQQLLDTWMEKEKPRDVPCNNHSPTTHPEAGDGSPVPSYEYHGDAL
KCNQ1 block – inhibitors of human KCNQ1 potassium channel | P51787 | CHO-K1 KCNQ1, FluxOR thallium flux fluorescence; active compounds read high | B-score at 10 µM | hit rate 1.3% among 310,000;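 active = compounds whose thallium flux B-score, printed positive for inhibition, exceeds three library SD while starting fluorescence stays within three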;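 note: channel opened by potassium depolarization with thallium stimulus after 20 min compound exposure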
HDAC3 inh – human HDAC3 inhibition. recombinant HDAC3, fluorogenic peptide/trypsin coupled, fluorescence. AID 2718. hit rate 0.15% among 320,000. inhibition, % at 8.3 µM. O15379; in the data active = inhibition above about 26%, passing the limit was not always enough; inconclusive = no clear call, values can overlap the other calls
RGS4 act – potentiators or activators of RGS4. HEK293 M3R/inducible RGS4, carbachol calcium flux Fluo4; active compounds read low. B-score at 10 µM. hit rate 0.92% among 310,000. AID 463111;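 active = B-score of the integrated calcium signal more than 4 SD below the library mean, with starting fluorescence not abnormally high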;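 note: negative B-score means reduced calcium response which marks RGS4 activation or potentiation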
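System – HEK293 FlpIn-TREx cells, stable M3R, doxycycline-inducible RGS4 · Reagent – ECmax carbachol challenge · Times – compound preincubation 20 min at room temperature before agonist · Technique – Fluo4 fluorescence kinetic imaging of calcium · Measure – B score of integrated Fluo4 ratio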
RGS4 block – human RGS4 inhibition. P49798. AID 463165. HEK293 M3R/RGS4 inducible, Fluo-4 calcium flux; active compounds read high; triggered by carbachol at its EC20. hit rate 0.45% among 310,000. B-score at 10 µM;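 active = B-score, a plate-corrected calcium signal, over three deviations above library mean, with baseline fluorescence within five deviations of library mean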;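 note: RGS4 expression induced by doxycycline in cells with stable M3 receptor; B-score is computed from the integrated fluorescence ratio over baseline after carbachol; higher B-score means a larger calcium signal and so more RGS4 inhibition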
ANO1 block – inhibitors of mouse TMEM16A calcium-activated chloride channel; HEK293 TMEM16A/YFP iodide influx fluorescence, ionomycin; normalized B-score (activity score, 25-100; higher = stronger inhibition) at 10 µM; hit rate 1.2% among 310,000;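 active = ratio plate-corrected score three or more library SD toward inhibition, starting fluorescence score within five deviations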;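 note: score derived from kinetic fluorescence span divided by baseline fluorescence per well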
KCNQ1 act – potentiates or activates the human KCNQ1 potassium channel; hit rate 0.35% among 310,000; B-score at 10 µM; AID 2648; CHO-K1 KCNQ1, thallium flux FluxOR fluorescence; active compounds read high; P51787;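 active = fluorescence ratio B-score, a plate-corrected score, at least three library SD, with initial intensity B-score within 5 SD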
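Schedule – 37 °C overnight plating, 90-min dark dye load, 20-min compound pretreatment · System – stable KCNQ1 CHO-K1 line · Probe or stimulus – thallium- and potassium-containing depolarizing buffer · Measured by – kinetic FluxOR fluorescence, 10 s baseline plus 110 s post-stimulus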
hERG protect – compounds protecting human hERG from proarrhythmic drug block; CHO-hERG, FluxOR thallium flux, dofetilide IC70 present; activation (rescue from dofetilide block), less the hit threshold, % at 10 µM; hit rate 0.51% among 310,000; AID 1511;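 active = activation above the mean of controls blocked by dofetilide plus 5 SD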;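 note: thallium influx through hERG after potassium depolarization seen as dye fluorescence rise; in these data hits start at about 4.7%; inactives centre near -7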
KCNK3 inh – human KCNK3 channel inhibition, primary screen; B-score at 10 µM; hit rate 0.84% among 340,000; O14649; CHO-KCNK3 thallium flux, FluxOR fluorescence; active compounds read low;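 active = B-score under library mean minus 4 SD, starting fluorescence ratio at most library mean plus 5 SD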;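 note: more negative B-score means stronger inhibition of thallium flux through KCNK3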
SKKanGAS inh – SKKanGAS growth inhibition; AID 1662; hit rate 1.3% among 300,000; inhibition, % at 7.5 µM; S. pyogenes SKKanGAS, kanamycin growth, BacTiter-Glo, 6 h;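 active = mean replicate score, as percent of positive control median, at least 50; inconclusive = mean below 50 but one replicate at or above 50; inactive = mean and every replicate below 50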;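 note: strain carries kanamycin resistance gene driven by streptokinase promoter and grows in 40 µg/ml kanamycin; loss of luminescence reflects streptokinase promoter inhibition or plain growth inhibition; 0% = median of DMSO wells and 100% = positive control at its reference dose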
KCNK9 inh – human KCNK9 channel inhibition | Q9NPC2 | HEK293 KCNK9, FluxOR thallium flux fluorescence; active compounds read low | B-score at 10 µM | hit rate 1.2% among 310,000;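 active = ratio B-score over 3 SD below the library mean, with starting fluorescence within 5 SD of its mean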;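 note: negative B-score means less thallium flux so channel inhibition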
Numbers without * were called inactive; i = inactive; ? = inconclusive; nt = not tested or not shown.

Values run as follows: ANO1 block | HDAC3 inh | RGS4 block | ANO1 activ | SKKanGAS inh | KCNK3 inh | RGS4 act | KCNQ1 block | KCNQ1 act | KCNK9 inh | hERG protect
Oc1ccccc1NCC(O)Cn1ccc2ccccc21 (stereo not given)
 : i | 9 | i | i | 7 | i | i | i | i | i | -18
Cn1c(C(=O)NCc2cccnc2)cc2sc(Cl)cc21
 : i | 13 | i | i | 1 | i | i | i | i | i | -15
COc1ccccc1-c1c(C)nn2c(N3CCC4(CC3)OCCO4)cc(C)nc12
 : i | -2 | i | i | 1 | i | i | i | i | i | -4
COCCNC(=O)CN(C(=O)c1ccc(N2CCCC2)nc1)c1ccc(Cl)cc1
 : i | -2 | i | i | 0 | i | i | i | i | i | -5
CCCc1nnc(NC(=O)CS(=O)(=O)c2ccccc2)s1
 : i | -1 | i | i | 3 | i | i | i | i | i | -6
Cc1ccccc1CN1C(=O)c2ccccc2S(=O)c2ccc(C(=O)NCCCN3CCOCC3)cc21 (stereo not given)
 : i | 1 | i | i | -2 | i | i | i | i | i | -10
COc1cc2c(C(=O)N3CCN(Cc4ccc5c(c4)OCO5)CC3)cn(C)c(=O)c2cc1OC
 : i | 10 | i | i | -5 | i | i | i | i | i | -15
O=S1(=O)CC/C(=N\Nc2ccc(F)cc2)c2ccsc21
 : i | 8 | i | i | 0 | i | i | i | i | i | 2
COC(CNC(=O)c1ccc2c(c1)ncn2-c1ccc(C)cc1C)OC
 : i | -3 | i | i | -2 | i | i | i | i | i | -6
O=C1CC(N2CCC(c3nc4ccccc4[nH]3)CC2)C(=O)N1c1ccccc1F (stereo not given)
 : i | -2 | i | i | -1 | i | i | i | i | i | -5
CCCn1nc(NS(=O)(=O)c2cccc3nonc23)c2cc3ccccc3nc21
 : i | -1 | i | i | 23 | i | i | i | i | i | -8
O=C(CCc1n[nH]c(=O)[nH]c1=O)N1CCCCC1
 : i | 1 | i | i | -2 | i | i | i | i | i | -6
COc1ccc(CNC(=O)c2cnc3scc(C)n3c2=O)cc1
 : i | 0 | i | i | -1 | i | i | i | i | i | -11
O=C1NC(=Nc2ccccc2)S/C1=C\C=C\c1ccco1
 : i | 3 | i | i | 13 | i | i | i | i | i | -8
COc1cccc(C2c3[nH]c4ccccc4c3C[C@H]3C(=O)N(CCCCCO)CC(=O)N23)c1 (stereo not given in full)
 : i | 4 | i | i | 7 | i | i | i | i | i | -12
CCOC(=O)c1c(C)n(CCNC(C)=O)c2ccc(O)cc12
 : i | -11 | i | i | 0 | i | i | i | i | i | -7
COC(=O)c1sccc1NC(=O)c1cc(-c2ccc(C)cc2C)nc2ccccc12
 : i | -3 | i | i | 3 | i | i | 8* | i | i | -18
COc1ccc(-n2nc(C(=O)NCC(=O)N3CCN(c4ccccc4OC)CC3)c3ccccc3c2=O)cc1OC
 : i | -1 | i | i | 1 | i | i | i | i | i | -12
Cc1ccccc1NC(=O)NCCc1nc2ccccc2[nH]1
 : i | -4 | i | i | 0 | i | i | i | i | i | -9
Cc1ccc(N2C(=O)N(CC(=O)Nc3cc(F)ccc3C)C(=O)C2C)cc1 (stereo not given)
 : i | 0 | i | i | -6 | i | i | i | i | i | -3
CCN1C(=O)/C(=c2\sc3nc(=O)c(Cc4ccccc4)nn3c2=O)c2ccccc21
 : i | 3 | i | i | -5 | i | i | i | i | i | -5
CCCC(=O)Nc1sc(C)c(C)c1C(=O)Nc1cccc(C)c1
 : i | -2 | i | i | 0 | i | i | i | i | i | -10
COc1ccc(NC2CC(=O)N(c3ccccc3)C2=O)cc1 (stereo not given)
 : i | 7 | i | i | -9 | i | i | i | i | i | -10
CCOc1cc(NC(=S)NC)c(OCC)cc1NC(=O)c1ccc(OC)cc1
 : i | 5 | i | i | -3 | i | i | i | i | i | -1
COc1ccc(CN(Cc2ccc(OC)cc2)C(=O)c2cccs2)cc1
 : i | 4 | i | i | 24 | i | i | i | i | i | -8
COc1c(C(=O)NC(=S)Nc2nnn(C)n2)cc2ccccc2c1Br
 : i | -2 | i | i | -1 | i | i | i | i | i | 1
COc1ccc(C(C(=O)NC2CCCC2)N(C(=O)c2csnn2)C2CCCC2)cc1 (stereo not given)
 : i | -4 | i | i | -1 | i | i | i | i | i | -3
Cc1ccc(C2CC(c3cccs3)=NN2C(=O)CSc2nc3ccccc3o2)cc1 (stereo not given)
 : i | -4 | i | i | 10 | i | i | i | i | i | -6
CN1C(=O)C(C)(C)c2cc(S(=O)(=O)N3CCN(c4ccccc4)CC3)ccc21
 : 100* | 4 | i | i | -2 | i | i | i | i | i | -8
C1CN(c2nc3nonc3nc2N2C[C@H]3CC[C@H]2C3)CCS1
 : i | -1 | i | i | -2 | i | i | i | i | i | -11
CC1(C)CC(=O)C(N=Nc2ccc(-c3ccccc3)cc2)=C(O)C1
 : i | -2 | i | i | 17 | i | i | i | i | i | -4
COc1ccc(CN2CCN(c3nc4ccccc4s3)CC2)cc1
 : nt | nt | i | i | -3 | i | i | i | i | i | -10
C/C(=N\Nc1nc(C)cc(C)n1)c1ccc(C)o1
 : i | ? | i | i | -4 | i | i | i | i | i | -6
COc1ccc(CNC(=O)C2=CC(c3ccc(OC)c(OC)c3)=NS(=O)(=O)N2C)cc1
 : i | 3 | i | i | -5 | i | i | i | i | i | -13
CCN1CCn2c3c(c4cc(Cl)ccc42)CCCC31 (stereo not given)
 : i | 4 | i | i | 10 | i | i | i | i | i | -10
COc1cccc(C(C)NC(=S)NCc2ccc(Cl)cc2)c1 (stereo not given)
 : i | 0 | i | i | -1 | i | i | 8* | i | i | -20
Cc1nc2ccc(NC(=O)c3cccs3)cc2s1
 : i | -3 | i | i | 27 | i | i | i | i | i | -19
Cc1ccccc1NC(=O)Cn1nc(-c2ccc(Cl)s2)ccc1=O
 : i | 6 | i | i | -1 | i | i | i | i | i | -7
CCOc1ccc(NCC2CCOC(C)(C)C2)cc1 (stereo not given)
 : i | -3 | i | i | 1 | i | i | i | i | i | -14
CCOC(=O)N1CCN(c2nc(-c3ccc(Cl)cc3)cs2)CC1
 : i | 5 | i | i | 24 | i | i | i | i | i | -3
Cc1ccc(-n2ncc3c2CC(C)(C)CC3NC(=O)CN2CCCC2=O)cc1 (stereo not given)
 : i | 2 | i | i | 1 | i | i | i | i | i | -4
CC(C(=O)Nc1ncccn1)(c1ccccc1)c1ccccc1
 : i | -6 | i | i | -6 | i | i | i | i | i | -6
CSc1nnc(SCC(=O)N(C)c2c(N)n(Cc3ccccc3)c(=O)[nH]c2=O)s1
 : i | 5 | i | i | 0 | i | i | i | i | i | -13
Cc1cc(NC(=O)CSc2nc(-c3ccc(F)cc3)cs2)no1
 : i | 5 | i | i | -11 | i | i | i | i | i | -10
Cc1cc(=O)[nH]c2c3ccccc3nn12
 : i | -8 | i | i | 16 | i | i | i | i | i | 1
CCOC(=O)c1ccc[n+](CC(=O)Nc2ccccc2OC(F)F)c1
 : i | 11 | i | i | 4 | i | i | i | i | i | -8
O=C(Nc1cc(=O)[nH]c2nc(-c3ccc(Cl)cc3)nn12)c1ccccc1
 : i | -4 | i | nt | 20 | nt | i | i | i | i | -9
O=C(CN1C(=O)c2ccccc2C1=O)NCC1CCCO1 (stereo not given)
 : i | 6 | i | i | -4 | i | i | i | i | i | -5
CCC(C)CCCCNC1=NCCS1 (stereo not given)
 : i | nt | i | i | -4 | i | i | i | i | i | -1
Cc1ccc(/C=C/C(=O)Nc2nn[nH]n2)o1
 : i | 14 | i | i | -1 | i | i | i | i | i | -13
COCCNC(=O)/C(C#N)=C/C=C/c1ccccc1[N+](=O)[O-]
 : i | 8 | i | i | 21 | i | i | i | i | i | -8
Cc1ccccc1C(=O)Nc1cccc(-c2ccc(N3CCOCC3)nn2)c1
 : i | 5 | i | i | 14 | i | i | i | i | i | -9
CCOC(=O)c1cccnc1SCC(=O)N(CC)c1cccc(C)c1
 : i | 6 | i | i | -7 | i | i | i | i | i | -15
COc1cc(CCCN2C(=S)NC[C@@H]2CCCCN)cc(OC)c1OC
 : i | -2 | i | i | -1 | i | i | i | i | i | -8
O=C(NC1CCCCCC1)C(=O)NC1CC1
 : i | 3 | i | i | 0 | i | i | i | i | i | -1
COc1ccc2nc(NC(=O)C34CC5CC(CC(NC(C)=O)(C5)C3)C4)sc2c1
 : i | 7 | i | i | 13 | i | i | i | i | i | -18
CCOC(=O)c1ccc(N/C=C/C(=O)C(C)(C)C)cc1
 : i | 2 | i | i | 0 | i | i | i | i | i | -17
CCNC(=S)NNC(=O)CC(C)C
 : i | 8 | i | i | -4 | i | i | i | i | i | -6
CCOc1ccc(S(=O)(=O)Nc2cccc(C(=O)N(C)CC(=O)Nc3cccc(OC)c3)c2)cc1
 : i | 5 | i | i | 4 | i | i | i | i | i | -10
CC(C)(C)NC(=O)CSc1nncn1NCc1ccccc1
 : i | -1 | i | i | -7 | i | i | i | i | i | -10

Later entries:
Values run as follows: ANO1 block | HDAC3 inh | RGS4 block | ANO1 activ | SKKanGAS inh | KCNK3 inh | RGS4 act | KCNQ1 block | KCNQ1 act | KCNK9 inh | hERG protect
Nc1cc(Cl)ccc1C(=O)OCC(=O)NC1CCS(=O)(=O)C1 (stereo not given)
 : i | -17 | i | i | 4 | i | i | i | i | i | -1
CN(C)c1ccnc(Oc2ccc(C(C)(C)C)cc2)c1C#N
 : i | -72 | i | i | -2 | i | i | i | i | i | -7
Cc1ccc(SCc2c(C(=O)N/N=C/c3cccnc3)nnn2-c2nonc2N)cc1
 : i | 10 | i | i | 3 | i | i | i | i | i | -6
CC(C)NC(=O)C1CCN(C2CCN(C(=O)Cc3ccc4c(c3)OCO4)CC2)CC1
 : i | -2 | i | i | -3 | i | i | i | i | i | -7
CN(C(=O)COC(=O)c1ccc(Cl)cc1N)C1CCCCC1
 : i | 0 | i | i | -3 | i | i | i | i | i | -9
CN(CC(=O)Nc1ccccc1Br)C(=O)c1cc([N+](=O)[O-])ccc1N1CCOCC1
 : i | 5 | i | i | 9 | i | i | i | i | i | -12
O=C(O)CCCCn1c(SCc2cc(=O)n3cc(Cl)ccc3n2)nc2ccsc2c1=O
 : i | 3 | i | i | 14 | i | i | i | i | i | -10
O=C(CN(C1CCCCC1)S(=O)(=O)c1ccc(Br)cc1)NCc1cccnc1
 : i | -1 | i | i | 0 | i | i | i | i | i | -13
CC(C)CC1NC(=O)N(Cc2cc(=O)n3ccsc3n2)C1=O (stereo not given)
 : i | -1 | i | i | -1 | i | i | i | i | i | 3
